M5 antag = antagonists of human muscarinic M5 receptor (CHRM5). CHO-hM5 cells, Fluo-8 calcium fluorescence, ACh EC80. inhibition, % at 3 µM. 360,000 tested, 0.59% active. AID 624040;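 active = inhibition above a per-plate cutoff, the mean of that plate's test compounds plus 3 SD, cut at about 27% in these data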;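 also: 0% = acetylcholine EC80 with DMSO and 100% = DMSO without agonist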
Target sequence (P08912 whole entry, looked up): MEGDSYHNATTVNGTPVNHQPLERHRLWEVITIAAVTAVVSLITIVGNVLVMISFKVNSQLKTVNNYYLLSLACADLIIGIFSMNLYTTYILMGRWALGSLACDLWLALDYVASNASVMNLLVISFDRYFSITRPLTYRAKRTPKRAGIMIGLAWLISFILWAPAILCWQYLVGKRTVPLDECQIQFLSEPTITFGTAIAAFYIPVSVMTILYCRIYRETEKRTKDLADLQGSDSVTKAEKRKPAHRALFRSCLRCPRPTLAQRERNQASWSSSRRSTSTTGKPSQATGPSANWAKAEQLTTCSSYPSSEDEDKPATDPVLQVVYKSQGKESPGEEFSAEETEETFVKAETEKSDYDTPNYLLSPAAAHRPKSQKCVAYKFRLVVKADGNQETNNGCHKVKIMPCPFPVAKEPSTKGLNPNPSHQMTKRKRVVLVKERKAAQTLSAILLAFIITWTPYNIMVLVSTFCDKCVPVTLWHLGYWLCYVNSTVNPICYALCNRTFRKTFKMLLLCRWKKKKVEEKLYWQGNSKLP
CHO-K1 Ca PAM = nonselective activator or artifact in parental CHO-K1 calcium assay. ATP EC20, Fluo-8 calcium fluorescence; 0% at ATP EC20, 100% at ATP max. activation, % at 3 µM. 360,000 tested, 0.02% active. AID 602247;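 active = activation above the run cutoff, the mean activation of all test compounds plus 3 SD, cut at about 40% in these data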;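 also: peak over basal fluorescence ratio in a 140 s read after ATP addition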
M5 ag = CHRM5 agonism in calcium assay. CHO-K1 hM5 cells, Fluo-8 calcium fluorescence; 0% DMSO wells, 100% maximal acetylcholine response. P08912. AID 624037. activation, % at 3 µM. 360,000 tested, 0.19% active;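 active = activation above the run's mean over test compounds plus 3 SD, cut at about 23% in these data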;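 also: signal is peak over basal fluorescence ratio across the kinetic read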
CHO-K1 Ca antag = nonselective inhibitor or artifact in parental CHO-K1 cells; AID 602250; inhibition, % at 3 µM; ATP-induced calcium, Fluo-8 fluorescence; 360,000 tested, 0.6% active;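 active = inhibition above a per-plate cutoff, the plate's mean sample inhibition plus 3 SD, cut at about 24% in these data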;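 also: 0% = DMSO plus EC80 ATP and 100% = DMSO alone without ATP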
M1 ag parental = counter-screen for M1 agonists: effect in parental CHO-K1 cells; 360,000 tested, 0.48% active; Fluo-8 calcium fluorescence; scaled to maximal ATP response, vehicle zero; activation, % at 3 µM; AID 602248; in the data active = activation above about 15%;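 also: untransfected CHO-K1 host cells lacking M1 receptor as counterscreen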
CHRM4 antagonist = blocks acetylcholine activation of human M4 receptor | P08173 | CHO-hM4 cells, ACh EC80, Fluo-8 calcium fluorescence | inhibition, % at 3 µM | 360,000 tested, 0.73% active | AID 624125;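 active = inhibition above its plate's cutoff, the mean inhibition of sample wells plus 3 SD, cut at about 27% in these data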;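 also: 0% = acetylcholine EC80 with DMSO and 100% = DMSO without agonist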
Target sequence (P08173 whole entry, looked up): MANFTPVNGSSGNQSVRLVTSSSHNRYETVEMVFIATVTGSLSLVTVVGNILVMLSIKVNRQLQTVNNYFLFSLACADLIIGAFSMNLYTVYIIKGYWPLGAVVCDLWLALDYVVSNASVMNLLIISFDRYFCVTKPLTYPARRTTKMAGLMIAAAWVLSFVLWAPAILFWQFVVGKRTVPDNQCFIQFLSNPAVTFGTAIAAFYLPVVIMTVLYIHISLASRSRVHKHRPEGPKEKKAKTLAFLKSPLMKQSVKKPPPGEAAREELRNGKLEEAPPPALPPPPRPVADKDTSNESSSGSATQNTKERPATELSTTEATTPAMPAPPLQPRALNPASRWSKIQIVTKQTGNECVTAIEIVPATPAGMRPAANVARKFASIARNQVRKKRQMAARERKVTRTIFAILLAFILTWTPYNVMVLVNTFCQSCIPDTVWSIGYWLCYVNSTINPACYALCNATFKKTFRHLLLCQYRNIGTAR
M4 ag = agonists of human muscarinic M4 receptor (CHRM4); P08173; CHO-K1 hM4/Gqi5, Fluo-8 calcium fluorescence; vehicle 0%, full acetylcholine response 100%; activation, % at 3 µM; 360,000 tested, 0.14% active;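 active = activation above the run mean over all test wells plus 3 SD, cut at about 32% in these data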;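 also: peak over basal fluorescence ratio per well then scaled between controls; 0% = DMSO wells and 100% = acetylcholine at EC100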
M5 PAM = potentiates acetylcholine response at human M5 receptor; P08912; CHO-K1 hM5, Fluo-8 calcium, ACh EC20 PAM; 0% = ACh EC20, 100% = ACh EC100; activation, % at 3 µM; 360,000 tested, 0.3% active; AID 624038;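 active = activation above the run cutoff, the mean activation of all test compounds plus 3 SD, cut at about 18% in these data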
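System: CHO-K1 hM5 cells. Reagent: acetylcholine, EC20 level. Compound dosing: single dose, 3 µM nominal final test concentration. Timing: Post-acetylcholine fluorescence recording 140 s. Detection: Fluo-8 calcium fluorescence. Read-out: % activation, ACh-normalized. Benchmarks: ACh EC20 and EC100 wells. Repeats: singlicate, one well per test compound.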
CHRM4 PAM = potentiates acetylcholine response at human M4 receptor. P08173. 360,000 tested, 0.4% active. activation, % at 3 µM. CHO-K1 hM4/Gqi5, Fluo-8 calcium fluorescence, ACh EC20; 0% = ACh EC20, 100% = maximal ACh;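 active = activation above its plate's cutoff, the mean activation of sample wells plus 3 SD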; also: some results filed as inactive read as strong as hits
* = called active by the depositor.

`COc1ccc(N2CCN(C(=O)COC(=O)c3cc(S(=O)(=O)N(C)C)ccc3N3CCCC3)CC2)cc1` gave M5 antag 3, CHO-K1 Ca PAM 16, M5 ag 1, CHO-K1 Ca antag -17, M1 ag parental 0.3, CHRM4 antagonist -11, M4 ag 2, M5 PAM 5 and CHRM4 PAM 18.
For O=C(NCc1n[nH]c(=S)n1-c1ccc(F)cc1)c1ccc(S(=O)(=O)N2CCOCC2)cc1 the results were M5 antag 2, CHO-K1 Ca PAM -3, M5 ag -2, CHO-K1 Ca antag 13, M1 ag parental 0.0, CHRM4 antagonist 9, M4 ag 1, M5 PAM -4 and CHRM4 PAM -1.
For O=C(Nc1ncc2c(n1)-c1ccccc1OC2)c1cccc([N+](=O)[O-])c1 the results were M5 antag 10, CHO-K1 Ca PAM 1, M5 ag 1, CHO-K1 Ca antag -15, M1 ag parental -0.1, CHRM4 antagonist -4, M4 ag 2, M5 PAM -3 and CHRM4 PAM 0.
`C[C@H](CO)N1C[C@H](C)[C@@H](CN(C)S(=O)(=O)c2ccc(F)cc2)Oc2c(NC(=O)CCC(F)(F)F)cccc2C1=O` gave M5 antag 0, CHO-K1 Ca PAM -13, M5 ag -2, CHO-K1 Ca antag -10, M1 ag parental 0.0, CHRM4 antagonist 2, M4 ag 1, M5 PAM 9 and CHRM4 PAM 4.
`C[C@@H]1CN([C@H](C)CO)C(=O)CCCn2nncc2CO[C@H]1CN(C)S(=O)(=O)c1ccccc1F` gave M5 antag -8, CHO-K1 Ca PAM 9, M5 ag 2, CHO-K1 Ca antag -8, M1 ag parental 0.4, CHRM4 antagonist -6, M4 ag 0, M5 PAM 2 and CHRM4 PAM -1.
`O=C1N/C(=N/Nc2ccccc2)S/C1=C\c1ccccc1` gave M5 antag -4, CHO-K1 Ca PAM 10, M5 ag 0, CHO-K1 Ca antag 1, M1 ag parental 0.5, CHRM4 antagonist 1, M4 ag 0, M5 PAM 5 and CHRM4 PAM 5.
`CC(=O)NS(=O)(=O)c1ccc2sc(C)nc2c1` gave M5 antag 6, CHO-K1 Ca PAM -5, M5 ag -5, CHO-K1 Ca antag 1, M1 ag parental 0.6, CHRM4 antagonist 0, M4 ag 1, M5 PAM 2 and CHRM4 PAM 1.
`Cc1ccc(-n2nc(N)c3c(=O)oc(N(C)C)nc32)cc1` gave M5 antag 1, CHO-K1 Ca PAM 3, M5 ag -2, CHO-K1 Ca antag 5, M1 ag parental -0.3, CHRM4 antagonist -12, M4 ag -1, M5 PAM 5 and CHRM4 PAM 7.
c1ccc(CCNCC2COc3ccccc3O2)cc1 (centres undefined) was read as M5 antag 12, CHO-K1 Ca PAM 6, M5 ag -4, CHO-K1 Ca antag 0, M1 ag parental 0.2, CHRM4 antagonist -7, M4 ag 2, M5 PAM -3 and CHRM4 PAM -4.
For CC(=O)c1cc(C#N)c(Oc2cc(C)cc(C)c2)nc1C the results were M5 antag 0, CHO-K1 Ca PAM 9, M5 ag -3, CHO-K1 Ca antag 1, M1 ag parental -0.2, CHRM4 antagonist 4, M4 ag -1, M5 PAM 4 and CHRM4 PAM 13.
For O=C(Nc1nc2ccccc2[nH]1)c1cccc(S(=O)(=O)N2CCOCC2)c1 the results were M5 antag 0, CHO-K1 Ca PAM 8, M5 ag -1, CHO-K1 Ca antag -3, M1 ag parental 1.6, CHRM4 antagonist -6, M4 ag 2, M5 PAM -7 and CHRM4 PAM -5.
`CCN1CCN(CCCNC(=O)c2ccc3c(=O)n(CCc4ccccc4)c(=O)[nH]c3c2)CC1` gave M5 antag 15, CHO-K1 Ca PAM 15, M5 ag -6, CHO-K1 Ca antag -4, M1 ag parental -0.2, CHRM4 antagonist -5, M4 ag 3, M5 PAM -3 and CHRM4 PAM 2.
Screening CC1=NN(c2nc(N)nc(/C(C#N)=C/c3ccc([N+](=O)[O-])o3)n2)C(C)(C)C1 returned M5 antag 12, CHO-K1 Ca PAM 8, M5 ag 3, CHO-K1 Ca antag -13, M1 ag parental 0.6, CHRM4 antagonist -1, M4 ag 1, M5 PAM -2 and CHRM4 PAM 4.
For COc1ccccc1-c1nc(SCC(=O)N(C)c2ccccc2)c2c(=O)n(C)c(=O)n(C)c2n1 the results were M5 antag 8, CHO-K1 Ca PAM 11, M5 ag 2, CHO-K1 Ca antag -8, M1 ag parental 0.7, CHRM4 antagonist -1, M4 ag 3, M5 PAM 1 and CHRM4 PAM 4.
Screening CCn1c(SCC(=O)N2CCN(c3ccccc3)CC2)nc2c(c1=O)SC(C)C2 (centres undefined) returned M5 antag 0, CHO-K1 Ca PAM 23, M5 ag 0, CHO-K1 Ca antag -16, M1 ag parental 0.8, CHRM4 antagonist -24, M4 ag 1, M5 PAM -2 and CHRM4 PAM 3.
`CCOC(=O)N1CCN(C(=S)NC)CC1` gave M5 antag -5, CHO-K1 Ca PAM 6, M5 ag 2, CHO-K1 Ca antag -1, M1 ag parental -0.1, CHRM4 antagonist -4, M4 ag 0, M5 PAM 4 and CHRM4 PAM 9.
`Cc1c(N2C(=O)CSC2c2ccccc2)c(=O)n(-c2ccccc2)n1C` (centres undefined) gave M5 antag 6, CHO-K1 Ca PAM 12, M5 ag -1, CHO-K1 Ca antag -9, M1 ag parental 1.4, CHRM4 antagonist 0, M4 ag 0, M5 PAM 2 and CHRM4 PAM 2.
Cc1cccc2c1-c1sc(C(=O)N3CCc4ccccc4C3)cc1CO2 was read as M5 antag -2, CHO-K1 Ca PAM 15, M5 ag 0, CHO-K1 Ca antag -6, M1 ag parental 0.8, CHRM4 antagonist 1, M4 ag 2, M5 PAM -1 and CHRM4 PAM -9.
COc1ccc(C(=O)COc2nc(C)cc(C)c2C#N)cc1 was read as M5 antag 3, CHO-K1 Ca PAM 7, M5 ag -4, CHO-K1 Ca antag -6, M1 ag parental 0.8, CHRM4 antagonist -3, M4 ag 1, M5 PAM -6 and CHRM4 PAM 7.
`O=C(CCNS(=O)(=O)c1cccs1)N1CCN(c2ccc(F)cc2)CC1` gave M5 antag 12, CHO-K1 Ca PAM -22, M5 ag -1, CHO-K1 Ca antag -10, M1 ag parental 0.5, CHRM4 antagonist 3, M4 ag 1, M5 PAM -5 and CHRM4 PAM -10.
For COC(=O)[C@@]1(Sc2ccc(C)cc2)CC(=O)N(C(=O)/C=C/c2ccccc2)[C@@H]1c1ccccc1 the results were M5 antag 0, CHO-K1 Ca PAM -15, M5 ag 2, CHO-K1 Ca antag -10, M1 ag parental 0.6, CHRM4 antagonist 3, M4 ag 0, M5 PAM -1 and CHRM4 PAM -5.
`CC1(C)CC(=O)C2=C(C1)OC(N)=C(C#N)C21CCC2(CC1)OCCO2` gave M5 antag -1, CHO-K1 Ca PAM 21, M5 ag 3, CHO-K1 Ca antag -33, M1 ag parental 0.6, CHRM4 antagonist -1, M4 ag 1, M5 PAM -6 and CHRM4 PAM -6.
For O=C(Cn1nnc(-c2ccccc2)n1)OCc1csc(-c2ccccc2)n1 the results were M5 antag 0, CHO-K1 Ca PAM 18, M5 ag -3, CHO-K1 Ca antag 2, M1 ag parental 3.3, CHRM4 antagonist 4, M4 ag 0, M5 PAM -1 and CHRM4 PAM -1.
OC(c1ccccc1)c1nc(-c2ccccc2)cs1 (centres undefined) was read as M5 antag 2, CHO-K1 Ca PAM 12, M5 ag 1, CHO-K1 Ca antag -16, M1 ag parental 0.5, CHRM4 antagonist -12, M4 ag 1, M5 PAM 0 and CHRM4 PAM 2.
COc1ccc(CCN2C(=O)CC(Sc3ncccc3C(=O)O)C2=O)cc1OC (centres undefined) was read as M5 antag -8, CHO-K1 Ca PAM 21, M5 ag -2, CHO-K1 Ca antag -2, M1 ag parental 0.5, CHRM4 antagonist -14, M4 ag 0, M5 PAM 26* and CHRM4 PAM 32*.
For CCOC(=O)c1c(N)sc(=S)c2c1CCC2 the results were M5 antag -7, CHO-K1 Ca PAM 6, M5 ag -1, CHO-K1 Ca antag -2, M1 ag parental 0.2, CHRM4 antagonist 12, M4 ag 0, M5 PAM 1 and CHRM4 PAM -7.
CCN(CC)c1ccc(/C=N/NC(=O)c2c(Cl)c(C)nn2C)cc1 was read as M5 antag 1, CHO-K1 Ca PAM 6, M5 ag -5, CHO-K1 Ca antag -7, M1 ag parental -0.1, CHRM4 antagonist 22, M4 ag 1, M5 PAM -5 and CHRM4 PAM 0.
For Cc1ccc(NC2CCCN(C(=O)c3cn4cccc(C)c4n3)C2)cc1C (centres undefined) the results were M5 antag 1, CHO-K1 Ca PAM -14, M5 ag 3, CHO-K1 Ca antag -9, M1 ag parental 0.6, CHRM4 antagonist 8, M4 ag 2, M5 PAM -7 and CHRM4 PAM -6.
Screening CSc1ccccc1NC(=O)c1ccc(Cl)s1 returned M5 antag -6, CHO-K1 Ca PAM 22, M5 ag -1, CHO-K1 Ca antag -9, M1 ag parental 0.2, CHRM4 antagonist 8, M4 ag -3, M5 PAM 3 and CHRM4 PAM -3.
Screening O=C(Nc1ccc([N+](=O)[O-])cc1)N1CCN(C(=O)C2CCCO2)CC1 (centres undefined) returned M5 antag -2, CHO-K1 Ca PAM -1, M5 ag -2, CHO-K1 Ca antag -4, M1 ag parental 1.4, CHRM4 antagonist 6, M4 ag 0, M5 PAM 2 and CHRM4 PAM -3.
`Cn1cc(-c2ccccc2)cc(C#N)c1=O` gave M5 antag 10, CHO-K1 Ca PAM -11, M5 ag 0, CHO-K1 Ca antag 5, M1 ag parental -0.5, CHRM4 antagonist -5, M4 ag 2, M5 PAM 1 and CHRM4 PAM 8.
Cc1cnc(CNC(=O)c2csc([C@@H]3C[C@H](O)[C@@H](CO)O3)n2)cn1 was read as M5 antag 2, CHO-K1 Ca PAM 8, M5 ag 1, CHO-K1 Ca antag -1, M1 ag parental 1.0, CHRM4 antagonist -8, M4 ag 1, M5 PAM -2 and CHRM4 PAM 2.
Screening CCCCC(=O)Nc1ccc(C(=O)NCC(=O)OC)cc1 returned M5 antag 3, CHO-K1 Ca PAM 12, M5 ag -2, CHO-K1 Ca antag -2, M1 ag parental 0.3, CHRM4 antagonist -3, M4 ag 0, M5 PAM -3 and CHRM4 PAM 6.
COc1nc(N/N=C/c2ccccc2F)nc(N2CCCCC2)n1 was read as M5 antag -4, CHO-K1 Ca PAM 14, M5 ag 1, CHO-K1 Ca antag -20, M1 ag parental 1.0, CHRM4 antagonist 9, M4 ag 2, M5 PAM -3 and CHRM4 PAM -1.
Screening CCC1Sc2ccc(S(=O)(=O)CCC(=O)NC3CCCCCC3)cc2NC1=O (centres undefined) returned M5 antag 9, CHO-K1 Ca PAM 18, M5 ag -4, CHO-K1 Ca antag -15, M1 ag parental 7.4, CHRM4 antagonist -11, M4 ag 14, M5 PAM -4 and CHRM4 PAM -2.

2 compounds picked at random from the list so far, as already listed:
COc1nc(N/N=C/c2ccccc2F)nc(N2CCCCC2)n1 was read as M5 antag -4, CHO-K1 Ca PAM 14, M5 ag 1, CHO-K1 Ca antag -20, M1 ag parental 1.0, CHRM4 antagonist 9, M4 ag 2, M5 PAM -3 and CHRM4 PAM -1.
Screening CCC1Sc2ccc(S(=O)(=O)CCC(=O)NC3CCCCCC3)cc2NC1=O (centres undefined) returned M5 antag 9, CHO-K1 Ca PAM 18, M5 ag -4, CHO-K1 Ca antag -15, M1 ag parental 7.4, CHRM4 antagonist -11, M4 ag 14, M5 PAM -4 and CHRM4 PAM -2.

Screens deposited in PubChem by The Scripps Research Institute Molecular Screening Center.
